From PubChem BioAssay
BAP1 inh: inhibitors of human BAP1 deubiquitinase; hit rate 0.48% among 72,000; activity remaining (% of control), % at 20 µM; AID 436; recombinant BAP1, Ub-AMC hydrolysis fluorescence kinetic; hits give low values; Q92560;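 active = activity remaining at or below 50% of control, provided the compound also passes the data quality filters; inactive = the rest, including low values that fail the filters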;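 note: 100% = DMSO wells rate and 0% = substrate alone blank rate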
Target sequence (Q92560 whole entry, looked up): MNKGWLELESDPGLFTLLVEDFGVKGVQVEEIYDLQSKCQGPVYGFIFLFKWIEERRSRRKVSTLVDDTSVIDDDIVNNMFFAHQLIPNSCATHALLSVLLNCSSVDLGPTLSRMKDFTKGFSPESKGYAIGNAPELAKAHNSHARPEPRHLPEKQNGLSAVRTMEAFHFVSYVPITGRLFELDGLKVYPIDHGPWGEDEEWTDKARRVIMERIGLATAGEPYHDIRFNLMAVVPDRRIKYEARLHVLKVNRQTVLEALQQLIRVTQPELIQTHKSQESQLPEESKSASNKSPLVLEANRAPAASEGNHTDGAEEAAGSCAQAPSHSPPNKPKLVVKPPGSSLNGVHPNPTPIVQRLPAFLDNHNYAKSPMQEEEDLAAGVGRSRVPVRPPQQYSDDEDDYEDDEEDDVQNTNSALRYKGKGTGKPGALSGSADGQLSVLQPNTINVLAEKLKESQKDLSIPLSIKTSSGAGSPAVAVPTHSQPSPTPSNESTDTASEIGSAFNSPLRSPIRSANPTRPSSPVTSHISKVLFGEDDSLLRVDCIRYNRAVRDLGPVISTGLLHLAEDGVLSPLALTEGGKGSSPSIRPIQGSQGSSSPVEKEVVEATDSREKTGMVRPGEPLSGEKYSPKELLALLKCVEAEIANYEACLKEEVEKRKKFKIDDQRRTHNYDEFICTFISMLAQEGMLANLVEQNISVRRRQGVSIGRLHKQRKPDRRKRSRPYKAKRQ
HePTP inh: inhibitors of human HePTP phosphatase; recombinant HePTP phosphatase activity, OD absorbance; inhibition, % at 20 µM; hit rate 0.64% among 110,000; in the data active = inhibition above about 50%;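 note: plate controls were vehicle for no effect and reference inhibitor for full effect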
Target sequence (P35236 whole entry, looked up): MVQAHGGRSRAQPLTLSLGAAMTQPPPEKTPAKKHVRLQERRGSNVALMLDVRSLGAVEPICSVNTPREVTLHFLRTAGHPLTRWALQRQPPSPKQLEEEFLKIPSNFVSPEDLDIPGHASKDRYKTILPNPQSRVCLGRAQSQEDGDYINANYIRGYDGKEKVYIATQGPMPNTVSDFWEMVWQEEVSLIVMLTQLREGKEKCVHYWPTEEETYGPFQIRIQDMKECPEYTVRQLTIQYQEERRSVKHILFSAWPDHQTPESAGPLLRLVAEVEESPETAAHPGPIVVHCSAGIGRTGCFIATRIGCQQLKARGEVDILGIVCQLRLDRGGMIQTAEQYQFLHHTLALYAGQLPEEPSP
* hit, by the source's call; nt = no result given; & = joins results of further samples.

SMILES | BAP1 inh | HePTP inh
CC(C)CC1CC(C)(C(=O)CSc2n[nH]c(-c3ccccc3)n2)OC1=O (centres undefined) | nt | 1
c1ccc(CCCN2CCN(Cc3ccncc3)CC2)cc1 | nt | -9
CCOC(=O)c1ccc(NC(=S)NC(NC(=O)c2ccccc2)C(Cl)(Cl)Cl)cc1 (centres undefined) | nt | 8
COc1ccccc1C(=O)Nc1ccc(F)c(Cl)c1 | nt | 3
O=C(COc1ccccc1Cl)Nc1ccc(Cl)cn1 | 99 | -3
O=C(CCc1ccccc1)Nc1nnc(-c2ccncc2)s1 | nt | 7
NC(=O)C1(N2CCCCC2)CCN(C(=O)CSc2nc3ccccc3o2)CC1 | 122 | nt
Cc1ccccc1OCC(O)Cn1c(=N)n(CCN2CCOCC2)c2ccccc21 (centres undefined) | 101 | nt
COc1ccc(OCC(=O)Nc2ccc(F)c(Cl)c2)cc1 | nt | 9
COC(=O)C1=C(C)N(C)C(C)=C(C(=O)OC)C1c1ccc(Cl)cc1Cl | nt | 1
CC(=O)c1cccc(NC(=O)c2ccc(C)c([N+](=O)[O-])c2)c1 | nt | -24
CCOc1ccc(NC(=S)NC(NC(=O)c2ccccc2Br)C(Cl)(Cl)Cl)cc1 (centres undefined) | nt | 2
Cc1cccc(Nc2ccc3noc4c3c2C(=O)c2ccccc2-4)c1 | nt | 6
CC(=O)NS(=O)(=O)c1ccc(NC(=O)C2CCCCC2)cc1 | nt | -18
COc1cc(CNC(=O)CCCCCCC(C)C)ccc1O | 88 | nt
O=C(CCSc1nnc2scc(-c3ccccc3)n12)NCc1ccc2c(c1)OCO2 | 97 | -1
CCC(=O)Nc1ccc(C(=O)Nc2ccc3c(c2)OCO3)cc1 | 106 | 3
Cc1oc(-c2ccc(Cl)cc2)nc1CN1CCC(C(=O)NCc2ccco2)CC1 | 69 | 1
COC(=O)[C@H](Cc1ccccc1)NC(=O)N1CCN(Cc2ccccc2)CC1 | 110 | -3
COc1ccc(C2C(C(C)=O)=C(O)C(=O)N2c2nccs2)cc1OC (centres undefined) | 75 | -9
CC(=O)Nc1ccc(N2CCOCC2)cc1 | nt | -4
Cc1cc(OCC(=O)NC2CCCC2)ccc1Br | nt | 4
COCCNC(=O)C1c2ccccc2C(=O)N(CCOC)C1c1ccc(F)cc1 (centres undefined) | nt | -9
COc1ccc(CNC(=O)Cc2nn(C)c(=O)c3ccccc23)cc1 | 112 | 10
COc1cc(C=Nc2ccc(-c3ccc(N=Cc4ccc(OC(C)=O)c(OC)c4)c(C)c3)cc2C)ccc1OC(C)=O | nt | -2

Among those listed so far, these contain an aryl methoxy group.
SMILES | BAP1 inh | HePTP inh
COc1ccccc1C(=O)Nc1ccc(F)c(Cl)c1 | nt | 3
COc1ccc(OCC(=O)Nc2ccc(F)c(Cl)c2)cc1 | nt | 9
COc1cc(CNC(=O)CCCCCCC(C)C)ccc1O | 88 | nt
COc1ccc(C2C(C(C)=O)=C(O)C(=O)N2c2nccs2)cc1OC (centres undefined) | 75 | -9
COc1ccc(CNC(=O)Cc2nn(C)c(=O)c3ccccc23)cc1 | 112 | 10
COc1cc(C=Nc2ccc(-c3ccc(N=Cc4ccc(OC(C)=O)c(OC)c4)c(C)c3)cc2C)ccc1OC(C)=O | nt | -2

Filtered by structure, the entries above with sulfur.
SMILES | BAP1 inh | HePTP inh
CC(C)CC1CC(C)(C(=O)CSc2n[nH]c(-c3ccccc3)n2)OC1=O (centres undefined) | nt | 1
CCOC(=O)c1ccc(NC(=S)NC(NC(=O)c2ccccc2)C(Cl)(Cl)Cl)cc1 (centres undefined) | nt | 8
O=C(CCc1ccccc1)Nc1nnc(-c2ccncc2)s1 | nt | 7
NC(=O)C1(N2CCCCC2)CCN(C(=O)CSc2nc3ccccc3o2)CC1 | 122 | nt
CCOc1ccc(NC(=S)NC(NC(=O)c2ccccc2Br)C(Cl)(Cl)Cl)cc1 (centres undefined) | nt | 2
CC(=O)NS(=O)(=O)c1ccc(NC(=O)C2CCCCC2)cc1 | nt | -18
O=C(CCSc1nnc2scc(-c3ccccc3)n12)NCc1ccc2c(c1)OCO2 | 97 | -1
COc1ccc(C2C(C(C)=O)=C(O)C(=O)N2c2nccs2)cc1OC (centres undefined) | 75 | -9

Further compounds.
SMILES | BAP1 inh | HePTP inh
COc1cc(OC)cc(C(=O)N2c3ccc(F)cc3CCC2C)c1 (centres undefined) | 97 | -7
O=c1cc(CSc2ccccn2)nc(N2CCN(c3ccccc3)CC2)[nH]1 | 93 | 4
Cc1ccc(C)c(NC(=O)CSc2nnc(-c3ccco3)o2)c1 | nt | -2
CCOC(=O)C(CCOc1cc(C)cc(C)c1C)C(=O)OCC | nt | -4
Cc1ccc(/C(O)=C2\C(=O)C(=O)N(CCCC(=O)O)C2c2ccccc2Cl)cc1 (centres undefined) | nt | 9
COc1ccc(CN2C(=O)c3cccnc3C2Nc2ccc(OC)c(Cl)c2)cc1 (centres undefined) | 92 | 1
COc1cc(Br)c(CC(=O)O)cc1OC | 87 | 1
CNC(=O)CN(c1cccc(OC)c1)S(=O)(=O)c1ccccc1 | nt | 1
COC(=O)C1=C(C)N(C)C(=O)NC1c1ccc(C)cc1 (centres undefined) | 101 | 8
O=C(NCCN1CCc2ccccc2C1)Nc1ccc(F)cc1 | 99 | 12
O=C1C(=Cc2cc(Br)ccc2OCc2ccccc2)C(=O)c2ccccc21 | nt | 2
CCc1ccc(NC(=O)COc2ccc(Br)cc2)cc1 | nt | 2
COc1ccccc1/C=N/NC(=O)c1cc(C23CC4CC(CC(C4)C2)C3)[nH]n1 | nt | 9
Cc1ccc2nc(NC(=S)NC(=O)c3ccc(Cl)cc3)sc2c1 | nt | -3
CSc1nc2ccc3nc(NC(=O)c4ccc(S(=O)(=O)N5CCc6ccccc6C5)cc4)sc3c2s1 | 66 | nt
CC(=O)N=C1SC2CS(=O)(=O)CC2N1c1ccccc1Cl (centres undefined) | 86 | 2
O=C(C1CC(c2ccccc2O)=NO1)N1CCCC1 (centres undefined) | 102 | 8
CCS(=O)(=O)N1CCC(C(=O)NCc2ccc(F)cc2Cl)CC1 | 94 | 2
Cc1cc(C)nc(SCC(=O)Nc2ccc(Br)cn2)n1 | 107 | 3
Cc1cc(Oc2ccc(-c3ccccc3)cc2)nc(N2CCOCC2)n1 | 80 | 7
NC1=NC(c2ccc(F)cc2)n2c(nc3ccccc32)N1 (centres undefined) | 97 | 6
COc1ccc(C2CC(=O)C3=C(C2)Nc2ncnn2C3c2ccccc2C)c(OC)c1 (centres undefined) | 68 | 6
COc1ccc(CN2CCN(C3CCCC3)CC2)cc1OCc1ccccc1 | nt | 6
O=C(Cn1c(=O)oc2cc(S(=O)(=O)N3CCCC3)ccc21)NC1CCCc2ccccc21 (centres undefined) | 91 | -7
COc1ccccc1NC(=O)/C(=C\c1cccnc1)NC(=O)c1ccc(C)cc1 | nt | 9

Next section.
SMILES | BAP1 inh | HePTP inh
Cc1ccc(-n2nc3cc(C)c(NC(=O)/C=C\c4ccco4)cc3n2)cc1 | nt | -1
Cc1cccc2cc(CN(CC3CCCO3)C(=O)c3cccnc3)c3nnnn3c12 (centres undefined) | 83 | 2
COc1ccc(/C=C(\NC(=O)c2ccc([N+](=O)[O-])cc2)C(=O)NCCN2CCOCC2)cc1 | nt | -16
Cc1c(NC(=O)Nc2ccc3c(c2)OCO3)c(=O)n(-c2ccccc2)n1C | 69 | -11
O=S(=O)(CCc1nc2ccccc2s1)c1ccc(Cl)cc1 | nt | 3
CC(C(=O)N1CCN(Cc2ccc(Cl)cc2)CC1)N1C(=O)c2ccccc2C1=O (centres undefined) | nt | 2
Cc1ccccc1N1C(=O)C(O)=C(C(=O)/C=C/c2ccccc2)C1c1ccc([N+](=O)[O-])cc1 (centres undefined) | nt | 4
CC(C(=O)N1CCOCC1)N1C(=O)c2cccc3cccc(c23)C1=O (centres undefined) | nt | -11
CCOc1ccc(S(=O)(=O)N2CCN(c3ccccc3OC)CC2)cc1 | nt | -14
Cc1ccc(C2CC(c3cccs3)n3nc(N)nc3N2)cc1 (centres undefined) | 85 | 8
CN1CCN(Cn2c(O)c(N=NC(=O)c3ccccc3)c3ccccc32)CC1 | nt | -1
Cc1ccc(N2CCN(C(=O)N3CCCC3)CC2)cc1Cl | 82 | -2
CCCc1ccc(C(=O)O/N=C(\N)c2ccccn2)cc1 | nt | 2
C/C=C/C=[N+](\[O-])C(C)/C(=N/O)c1ccc(F)cc1 (centres undefined) | 102 | -2
Oc1ccccc1-c1cc(C(F)(F)C(F)F)nc(-c2ccccc2)n1 | nt | 6
CCOCCCn1c(=S)[nH]c2cc(C(=O)NCCOC)ccc2c1=O | 101 | -7
CCCc1nnc(NC(=O)c2c(O)c3c([nH]c2=O)CCCC3)s1 | 90 | 6
O=C(N/N=C/c1ccc(OCc2ccccc2)cc1)C(O)c1ccccc1 (centres undefined) | nt | 5
CC(C)C(=O)Nc1ccc(S(=O)(=O)Nc2nccs2)cc1 | 162 | nt
OCCN(Cc1ccccc1)Cc1ccccc1F | 85 | 10
O=C(O)c1cn(-c2ccccc2)nc1-c1ccncc1 | 126 | 5
Cc1nc2ccc(F)cc2cc1C(=O)NC(C)C | 108 | 6
Cc1cc(OCC(=O)N2CCCC2)ccc1Cl | 90 | 0
O=C(CSc1nnnn1-c1ccc2c(c1)OCCO2)OC1CCCCC1 | 101 | 8
O=C1NC(=S)N(c2ccccc2)C(=O)/C1=C/c1ccc(O)c(Cl)c1 | nt | -13

New compounds follow
SMILES | BAP1 inh | HePTP inh
O=c1[nH]c2ccccc2c(O)c1-c1ccccc1[N+](=O)[O-] | nt | 16
CCCc1nc(SCC(=O)Nc2ccccc2OC)c2c(=O)n(C)c(=O)n(C)c2n1 | 88 | 5
O=C(CSc1nnc(-c2ccco2)n1Cc1ccccc1)NC(=O)NCc1ccco1 | 91 | -4
COC(=O)C1C2C=CC3(CN(c4ccc(Cl)c(F)c4)C(=O)C13)O2 (centres undefined) | 109 | 2
Cn1c(=O)c2c(nc(NCCOCCO)n2Cc2ccccc2Cl)n(C)c1=O | 75 | nt
CCOc1cc(C=O)ccc1OCc1ccccc1 | nt | -4
Cc1nn(Cc2ccc(F)cc2)c(C)c1NC(=O)c1cnn2cccnc12 | 64 | 4
COc1cc([N+](=O)[O-])ccc1NC(=O)CSc1nc2ccccc2s1 | nt | 2
CCC(C)c1ccc(NC(=O)c2ccc([N+](=O)[O-])cc2)cc1 (centres undefined) | nt | 5
Cc1cc2nc(C3CCN(CC4COc5ccccc5O4)CC3)[nH]c2cc1C (centres undefined) | 94 | -6
COc1ccc(-n2c(=O)c3c4c(sc3n3c(SCCC(C)C)nnc23)CCCC4)cc1 | nt | -1
O=C(CSCc1ccccc1Cl)N1CCN(c2ccccn2)CC1 | 100 | 3
CCOc1nc(-c2ccc(OC)cc2)ccc1-c1noc(-c2ccncc2)n1 | 97 | 6
CCOC(=O)C(C)Oc1cccc2c(=O)n(CC(=O)Nc3ccc4c(c3)OCCO4)ccc12 (centres undefined) | 79 | -8
COc1ccccc1OCCCCCn1ccnc1 | nt | 12
CCOC(=O)N1CCN(C(=O)c2ccccc2-c2ccccc2)CC1 | 88 | 7
CC(C)n1c(N2CCN(C(=O)NCc3ccccc3)CC2)nc2ccccc21 | 110 | 2
Cc1ccc2nsnc2c1S(=O)(=O)NCc1ccc2c(c1)OCO2 | 110 | 2
COc1ccc(OC(C)C(=O)Nc2cccc(OC)c2)cc1 (centres undefined) | 117 | -4&2
COc1ccc(C(=O)Oc2ccc3oc(=O)cc(C)c3c2)cc1OC | nt | -12
CC(=O)NC1=C(Cl)C(=O)c2ccccc2C1=O | nt | 6
CC(C)=CC1C(C(=O)Nc2ccc(Cl)cn2)C1(C)C (centres undefined) | nt | 5
CC(=NC1CCCC1)c1c(C)[nH]n(-c2nc3ccccc3s2)c1=O | 103 | 1
Cc1nc2[nH]onc2c2nccc(=O)c12 | 82 | 6&-14
CCOC(=O)CSc1nnc(-c2ccccc2OC)o1 | 96 | -2

One compound at a time (already shown). Values in the order: BAP1 inh | HePTP inh
Listed for COc1cc([N+](=O)[O-])ccc1NC(=O)CSc1nc2ccccc2s1 → nt | 2
Listed for Cc1nc2[nH]onc2c2nccc(=O)c12 → 82 | 6&-14
Listed for CCC(C)c1ccc(NC(=O)c2ccc([N+](=O)[O-])cc2)cc1 (centres undefined) → nt | 5
Listed for CC(=O)NC1=C(Cl)C(=O)c2ccccc2C1=O → nt | 6
Listed for CCOC(=O)N1CCN(C(=O)c2ccccc2-c2ccccc2)CC1 → 88 | 7

Next structures:
SMILES | BAP1 inh | HePTP inh
CCOC(=O)C1=C(c2ccccc2)NC(SCC(=O)Nc2ccccc2C)=C(C#N)C1c1ccco1 (centres undefined) | nt | 4
CC(Oc1ccc(Cl)cc1Cl)C(=O)Nc1c(Cl)cccc1Cl (centres undefined) | nt | -6
CSCCOC(=O)C1=C(C)NC(=O)NC1c1cccc([N+](=O)[O-])c1 (centres undefined) | 185 | 15
NNC(=O)COc1cccc2ccccc12 | nt | -4
CCCS(=O)(=O)C(=C(Nc1ccc(OC)cc1)Nc1ccc(OC)cc1)S(=O)(=O)CCC | nt | 2
CC(C)(C)C(=O)Oc1ccc2c(=O)c(Oc3ccccc3Br)coc2c1 | nt | 1
CSc1cccc(NC(=O)CN2C(=O)c3ccccc3S2(=O)=O)c1 | 98 | 2
Cc1occc1-c1nnc(SCC(=O)N2CCN(c3ccc(F)cc3)CC2)n1C | 115 | 11
CC1=C(C(=O)OC2CCCCC2)C(c2cccc(Cl)c2)C2=C(CC(C)(C)CC2=O)N1 (centres undefined) | nt | 2
CCOC(=O)N1CCN(C(=O)CCCN2C(=O)CSc3nc(C)cc(C)c32)CC1 | 106 | 0
O=C(NCc1ccco1)C1C2C3CCC(C3)C12 (centres undefined) | nt | -1
O=C1C=CC(=O)N1c1cccc(Cl)c1 | nt | -4
COc1ccc(OC)c(NC(=O)CSc2nnc(CNc3ccc(C)cc3C)o2)c1 | 100 | 6
Cc1ccc(C)c(NC(=O)CSc2nnc(Cc3cccn3C)n2-c2ccc(F)cc2)c1 | 102 | -4
Cc1ccc(-c2nc3ccccc3n3nnnc23)cc1 | 484 | 6

Outcome played no part in choosing rows; about 0.7% have a hit in one of these screens.
